PRC2 inh = inhibitors of human EZH2/PRC2 methyltransferase; 57,000 compounds, 0.35% hits; inhibition, % at 12.5 µM; AID 651548; PRC2 H3K27 methylation, DELFIA TRF, 1 h;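 active = mean inhibition of replicates at least 50% and every single replicate also reaching 50%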;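 also: dimethyl H3K27 on biotinylated H3 21-44 peptide detected by antibody; plate controls were median neutral control wells for no effect and median positive control wells for full effect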
Target sequence (Q15910 whole entry, looked up): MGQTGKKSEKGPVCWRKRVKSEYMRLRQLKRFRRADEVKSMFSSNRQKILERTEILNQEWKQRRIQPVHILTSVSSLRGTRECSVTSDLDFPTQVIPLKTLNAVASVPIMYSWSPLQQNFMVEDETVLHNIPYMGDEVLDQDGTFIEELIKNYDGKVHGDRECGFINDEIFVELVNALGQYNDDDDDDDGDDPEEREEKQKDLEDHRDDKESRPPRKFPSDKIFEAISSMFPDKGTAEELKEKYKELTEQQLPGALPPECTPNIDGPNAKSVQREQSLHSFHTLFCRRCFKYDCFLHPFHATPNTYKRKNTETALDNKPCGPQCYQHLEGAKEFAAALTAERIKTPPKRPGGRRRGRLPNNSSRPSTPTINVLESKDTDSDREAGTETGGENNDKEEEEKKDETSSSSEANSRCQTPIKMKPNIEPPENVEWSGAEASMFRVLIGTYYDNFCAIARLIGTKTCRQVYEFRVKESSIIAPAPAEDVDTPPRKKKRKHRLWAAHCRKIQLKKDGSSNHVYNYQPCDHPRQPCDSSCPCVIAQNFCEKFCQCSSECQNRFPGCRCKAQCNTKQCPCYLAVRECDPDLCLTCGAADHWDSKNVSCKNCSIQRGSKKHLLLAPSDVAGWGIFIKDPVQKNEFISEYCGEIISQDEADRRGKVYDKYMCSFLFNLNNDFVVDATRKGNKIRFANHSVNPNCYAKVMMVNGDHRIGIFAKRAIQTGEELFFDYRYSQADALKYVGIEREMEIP
IDH1 mut inh = IDH1 R132H (human) inhibition; O75874; IDH1 R132H reductase, diaphorase/resazurin fluorescence, 60 min; inhibition, % at 10 µM; 70,000 compounds, 0.18% hits; AID 624101; in the data active = inhibition above about 34%;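 also: 0% = DMSO and 100% = no enzyme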
Starred values were filed as active, the others as inactive; x = no result given; & = joins results of further samples.

SMILES	PRC2 inh	IDH1 mut inh
CS(=O)(=O)N(CC(N)=O)c1cc(Cl)c(Cl)cc1Cl	15	-0.6
COc1ccccc1NC(=O)C(Cc1ccccc1)N1C(=O)C2C3C=CC(C3)C2C1=O (stereo not given)	-9	-0.2
C[C@H](CO)N1C[C@H](C)[C@H](CN(C)C(=O)C2CCC2)Oc2ncc(-c3ccncc3)cc2C1=O	-5	x
COc1cccc(NC(=O)N[C@H]2C=C[C@@H](CC(=O)Nc3ccc(-c4ccccc4)cc3)O[C@@H]2CO)c1	-1	0.1
O=C(NCCCN=C1NS(=O)(=O)c2ccccc21)c1ccco1	-15	0.0
COC(=O)C1=CO[C@@H](O[C@@H]2O[C@H](CO)[C@@H](O)[C@H](O)[C@H]2O)[C@@H]2[C@@H]3CN4CCc5c([nH]c6ccccc56)[C@]4(C[C@H]12)O3	52*	-0.2
O=C(C[C@@H]1CC[C@H](NC(=O)NC2CCCCC2)[C@@H](CO)O1)NCc1ccc(Cl)cc1	-5	-0.2
C[C@H]1CN([C@@H](C)CO)C(=O)c2cc(-c3ccncc3)cnc2O[C@@H]1CN(C)C(=O)C1CCC1	1	3.7
COc1ccc(S(=O)(=O)Nc2ccc3c(c2)C(=O)N([C@H](C)CO)C[C@@H](C)[C@@H](CN(C)Cc2ccc(Cl)c(Cl)c2)OCCCC[C@H](C)O3)cc1	x	-0.5
O=S(=O)(NCc1csc2ccc(Cl)cc12)c1cc(S(=O)(=O)c2ccccc2)cs1	22	-2.3
CCCC(=O)Nc1ccc2c(c1)C(=O)N(C)C[C@@H](OC)[C@H](C)CN(C(=O)c1ccccn1)[C@@H](C)CO2	-1	-0.1
C[C@@H]1CCCCO[C@@H](CN(C)C(=O)CCC(F)(F)F)[C@H](C)CN([C@@H](C)CO)C(=O)c2cc(N(C)C)ccc2O1	9	-4.2
Cc1noc(C)c1NC(=O)Nc1cccc2c1O[C@H](CN(C)S(=O)(=O)c1cccs1)[C@H](C)CN([C@H](C)CO)C2=O	x	2.9
CC(C)NC(=O)N(C)C[C@H]1Oc2c(NS(C)(=O)=O)cccc2C(=O)N([C@H](C)CO)C[C@@H]1C	9&7	-0.7
C[C@H](CO)N1C[C@H](C)[C@H](CN(C)C(=O)Cc2ccccn2)Oc2ncc(C#C[C@@H](C)O)cc2C1=O	15	x
CC(C)NC(=O)Nc1ccc2c(c1)C(=O)N([C@@H](C)CO)C[C@@H](C)[C@H](CN(C)Cc1ccc(Cl)c(Cl)c1)OCCCC[C@H](C)O2	x	-1.1
CCC(=O)N(C)C[C@H]1Oc2ncc(C3=CCCC3)cc2C(=O)N([C@H](C)CO)C[C@H]1C	x	-0.2
C[C@@H]1CN([C@H](C)CO)C(=O)c2cccc(N(C)C)c2O[C@@H]1CN(C)S(=O)(=O)c1cn(C)cn1	-7	x
COc1cccc(NC(=O)Nc2ccc3c(c2)C(=O)N(C)C[C@@H](OC)[C@@H](C)CN[C@H](C)CO3)c1	-2	0.0
COc1ccccc1CNC(=O)C[C@@H]1C[C@@H]2c3cc(NC(=O)c4ccc5c(c4)OCO5)ccc3O[C@@H]2[C@@H](CO)O1	-1	-0.5
O=c1cc(-c2ccc(O)c(O)c2)oc2cc(O)c(C3OC(CO)C(O)C(O)C3O)c(O)c12 (stereo not given)	x	-1.1
C[C@H]1CN([C@@H](C)CO)C(=O)c2cc(NS(=O)(=O)c3ccccc3)ccc2O[C@@H]1CN(C)C(=O)Nc1ccc2c(c1)OCO2	x	0.5
CNC[C@H]1OCCCC[C@H](C)Oc2ccc(NS(C)(=O)=O)cc2C(=O)N([C@H](C)CO)C[C@@H]1C	-3	8.3
Cc1noc(C)c1NC(=O)Nc1ccc2c(c1)C(=O)N([C@@H](C)CO)C[C@@H](C)[C@H](CN(C)Cc1ccccc1)O2	2	2.6
C[C@H](CO)N1C[C@H](C)[C@@H](CN(C)C(=O)Nc2ccccc2)OCCCC[C@H](C)Oc2ccc(NC(=O)Nc3ccccc3)cc2C1=O	x	-2.1
O=C(NCC[C@H]1CC[C@H](NC(=O)c2cccnc2)[C@H](CO)O1)Nc1ccc(Cl)cc1	14	-0.2
CC(C)NC(=O)Nc1ccc2c(c1)C(=O)N([C@@H](C)CO)C[C@H](C)[C@@H](CN(C)C(=O)NC(C)C)O2	-1	0.7
Cc1noc(C)c1S(=O)(=O)Nc1ccc2c(c1)CC(=O)N([C@@H](C)CO)C[C@H](C)[C@@H](CN(C)S(=O)(=O)c1cccs1)O2	x	0.0
CC(C)NC(=O)Nc1ccc2c(c1)CC(=O)N([C@@H](C)CO)C[C@H](C)[C@@H](CN(C)Cc1ccncc1)O2	x	-0.1
CO[C@@H](CN(C)C(=O)C1CCOCC1)[C@@H](C)CN([C@H](C)CO)S(=O)(=O)c1ccccc1	3	0.3
CO[C@H]1CN(C)C(=O)c2ccc(NC(=O)Nc3cc(F)ccc3F)cc2OC[C@@H](C)N(C)C[C@H]1C	5	0.2
C[C@@H]1CN([C@H](C)CO)C(=O)c2cc(-c3ccc(C#N)cc3)cnc2O[C@H]1CN(C)C(=O)CC1CC1	-26	0.0
O=C(O)CCCCCCC(=O)N/N=C/c1ccco1	-2	x
O=C1C[C@@](C(=O)NCCN2CCOCC2)(c2ccc([N+](=O)[O-])cc2)[C@@H](c2ccc(CO)cc2)N1CC12CC3CC(CC(C3)C1)C2	-14	0.2
CO[C@H]1CN(C)C(=O)c2cc(NC(=O)C3CC3)ccc2OC[C@H](C)N(CCc2ccccc2)C[C@@H]1C	-15	x
O=C(CCN1CCCCC1)NCC[C@@H]1CC[C@H](NS(=O)(=O)c2cccc(Cl)c2)[C@@H](CO)O1	-11	0.4
CO[C@@H]1CN(C)C(=O)c2ccc(NS(C)(=O)=O)cc2OC[C@H](C)N(CC2CCCCC2)C[C@H]1C	-2	0.0
C[C@@H]1CN([C@@H](C)CO)C(=O)c2cc(NC(=O)Cn3cnnn3)ccc2O[C@@H]1CN(C)S(=O)(=O)c1cn(C)cn1	x	-0.1
C[C@H](O)C#Cc1cnc2c(c1)C(=O)N([C@H](C)CO)C[C@@H](C)[C@@H](CN(C)C(=O)CN(C)C)O2	-28	x
COCC#Cc1ccc2c(c1)O[C@H](CN(C)C(=O)C1CC1)[C@@H](C)CN([C@@H](C)CO)S2(=O)=O	3	x
COc1ccc(S(=O)(=O)Nc2ccc3c(c2)CC(=O)N([C@H](C)CO)C[C@@H](C)[C@H](CN(C)C(=O)Nc2ccc4c(c2)OCO4)O3)cc1	x	-3.9
Cc1ccc(S(=O)(=O)N(C)C[C@@H]2Oc3c(NS(=O)(=O)c4ccc(Cl)cc4)cccc3C(=O)N([C@H](C)CO)C[C@H]2C)cc1	x	2.4
O=C(NCc1cc2ccccc2[nH]1)c1cc(-c2ccccn2)nc2ccc(Br)cc12	-2	-0.3
CO[C@@H]1CN(C)C(=O)c2ccc(NC(=O)C3CC3)cc2OC[C@H](C)N(Cc2ccccc2)C[C@@H]1C	-15	-0.1
CC1(C)CC(=O)C2=C(C1)N(Cc1cccnc1)C(=O)C2(NC(=O)c1ccc(Cl)cc1Cl)C(F)(F)F (stereo not given)	4	-0.6
Cc1ccc(S(=O)(=O)N(C)C[C@@H]2Oc3c(cccc3N(C)C)C(=O)N([C@H](C)CO)C[C@@H]2C)cc1	-13	-0.5
Cc1noc(C)c1NC(=O)N[C@H]1CC[C@H](CCNC(=O)C2CCOCC2)O[C@H]1CO	-11	0.2
COc1ccc(-c2cn(CC[C@H]3CC[C@@H](NC(=O)Cc4ccccn4)[C@H](CO)O3)nn2)cc1	5	-0.1
C[C@@H]1CN([C@@H](C)CO)C(=O)c2ccccc2-c2ccccc2CO[C@@H]1CN(C)Cc1ccc2c(c1)OCCN2C	-4	1.3
CC(C)NC(=O)N(C)C[C@@H]1OCCCC[C@H](C)Oc2ccc(NC(=O)CCCN(C)C)cc2C(=O)N([C@H](C)CO)C[C@@H]1C	-15	1.7
CO[C@@H]1CN(C)C(=O)c2cc(NC(=O)Nc3cccc(F)c3)ccc2OC[C@H](C)NC[C@@H]1C	3	-0.2
Cc1noc(C)c1S(=O)(=O)Nc1ccc2c(c1)C(=O)N([C@H](C)CO)C[C@H](C)[C@H](CN(C)C(=O)Nc1ccc3c(c1)OCO3)O2	x	2.1
COc1ccccc1C(=O)Nc1ccc2c(c1)OC[C@@H](C)N(C)C[C@H](C)[C@H](OC)CN(C)C2=O	1	-0.6
NS(=O)(=O)c1ccc(NC(=S)NCc2ccccn2)cc1	-5	0.3
COc1ccc(S(=O)(=O)N(C)C[C@H]2Oc3ccc(NS(=O)(=O)c4ccccc4)cc3C(=O)N([C@H](C)CO)C[C@H]2C)cc1	x	4.0
CC(C)NC(=O)N(C)C[C@@H]1Oc2ccc(NC(=O)c3ccncc3)cc2CC(=O)N([C@@H](C)CO)C[C@H]1C	x	0.2
CCNC(=O)C[C@@H]1C=C[C@H](NS(=O)(=O)c2ccc(C)cc2)[C@@H](CO)O1	3	0.1
COc1ccc(NC(=O)N[C@@H]2CC[C@@H](CCn3cc(-c4ccc(F)cc4)nn3)O[C@@H]2CO)cc1	5	-0.1
C[C@@H]1CN([C@H](C)CO)S(=O)(=O)c2ccc(C3=CCCCC3)cc2O[C@@H]1CN(C)C(=O)C1CCCCC1	-3	x
C[C@@H]1CN([C@H](C)CO)C(=O)c2cc(NS(=O)(=O)c3ccc(F)cc3)ccc2O[C@@H]1CN(C)Cc1ccc(Oc2ccccc2)cc1	x	0.0
Other structures
SMILES	PRC2 inh	IDH1 mut inh
C[C@@H]1CN([C@@H](C)CO)C(=O)c2cc(-c3ccccc3F)cnc2O[C@H]1CN(C)Cc1cccc(F)c1	5&6	-2.2&-1.0
COc1cc(C(C)=O)ccc1OCC(O)Cn1nc(C)c(C(C)=O)c1C (stereo not given)	10	0.2
C[C@@H]1CN([C@@H](C)CO)C(=O)c2cc(NC(=O)NC3CCCCC3)ccc2O[C@@H]1CN(C)S(=O)(=O)c1ccc(Cl)cc1	-12	0.1
COc1ccc(S(=O)(=O)N[C@@H]2CC[C@H](CCn3cc(-c4cccc(F)c4)nn3)O[C@@H]2CO)cc1	-11	-0.2
CS(=O)(=O)N(CC(=O)Nc1ccc(F)c(F)c1)c1ccc(Cl)c(C(F)(F)F)c1	-7	0.2
Cc1noc(C)c1S(=O)(=O)Nc1ccc2c(c1)CC(=O)N([C@@H](C)CO)C[C@H](C)[C@H](CN(C)S(=O)(=O)c1ccc(Cl)cc1)O2	x	1.1
COc1ccc(NC(=O)N(C)C[C@H]2OCc3ccccc3-c3c(n(C)c4ccccc34)C(=O)N([C@H](C)CO)C[C@@H]2C)cc1	-20	x
O=C(CSc1ncnc2sc3c(c12)CCCCC3)NCC1CCCO1 (stereo not given)	14	0.1
C[C@H]1CN([C@@H](C)CO)S(=O)(=O)c2ccc(-c3ccncc3)cc2O[C@@H]1CN(C)S(C)(=O)=O	7	1.8
C[C@@H]1CN([C@H](C)CO)C(=O)c2cccc(NC(=O)CCCCCC(=O)Nc3ccccc3N)c2O[C@H]1CN(C)S(=O)(=O)c1ccc(Cl)cc1	-18	x
C[C@@H](NC(=O)C[C@H]1C[C@H]2c3cc(NS(=O)(=O)c4ccc(F)cc4)ccc3O[C@H]2[C@H](CO)O1)c1ccccc1	10	-0.2
C[C@@H]1CN([C@@H](C)CO)C(=O)c2cc(NS(=O)(=O)c3cccs3)ccc2O[C@@H]1CN(C)Cc1ccc2c(c1)OCO2	x	0.1
CO[C@H]1CN(C)C(=O)c2ccc(NC(=O)NC(C)C)cc2OC[C@H](C)N(C(=O)C2CCC2)C[C@H]1C	4	0.3
O=C(C[C@H]1C=C[C@@H](NS(=O)(=O)c2cccc(F)c2)[C@H](CO)O1)NCc1ccc2c(c1)OCO2	9	-0.4
CCC(=O)N1C[C@H](C)[C@H](OC)CN(C)C(=O)c2cc(NC(=O)c3ccccc3)ccc2OC[C@H]1C	-2	0.2
C[C@H](CO)N1C[C@H](C)[C@H](CN(C)S(=O)(=O)c2ccccc2C#N)OCc2ccccc2-c2ccccc2C1=O	-2	-1.6
CCCC(=O)Nc1ccc2c(c1)C(=O)N(CCC(=O)O)C2=O	21	0.3
COc1ccc(CN(C)C[C@H]2Oc3ccc(NC(=O)Cc4cn(C)c5ccccc45)cc3C(=O)N([C@@H](C)CO)C[C@H]2C)cc1	-11	-29
Cc1ccc(S(=O)(=O)N(C)C[C@@H]2OCCCC[C@H](C)Oc3ccc(NC(=O)Nc4ccc(F)cc4)cc3C(=O)N([C@@H](C)CO)C[C@H]2C)cc1	x	2.2

Of the compounds above, these have two or more sulfur atoms.
SMILES	PRC2 inh	IDH1 mut inh
O=S(=O)(NCc1csc2ccc(Cl)cc12)c1cc(S(=O)(=O)c2ccccc2)cs1	22	-2.3
Cc1noc(C)c1NC(=O)Nc1cccc2c1O[C@H](CN(C)S(=O)(=O)c1cccs1)[C@H](C)CN([C@H](C)CO)C2=O	x	2.9
Cc1noc(C)c1S(=O)(=O)Nc1ccc2c(c1)CC(=O)N([C@@H](C)CO)C[C@H](C)[C@@H](CN(C)S(=O)(=O)c1cccs1)O2	x	0.0
Cc1ccc(S(=O)(=O)N(C)C[C@@H]2Oc3c(NS(=O)(=O)c4ccc(Cl)cc4)cccc3C(=O)N([C@H](C)CO)C[C@H]2C)cc1	x	2.4
NS(=O)(=O)c1ccc(NC(=S)NCc2ccccn2)cc1	-5	0.3
COc1ccc(S(=O)(=O)N(C)C[C@H]2Oc3ccc(NS(=O)(=O)c4ccccc4)cc3C(=O)N([C@H](C)CO)C[C@H]2C)cc1	x	4.0
Cc1noc(C)c1S(=O)(=O)Nc1ccc2c(c1)CC(=O)N([C@@H](C)CO)C[C@H](C)[C@H](CN(C)S(=O)(=O)c1ccc(Cl)cc1)O2	x	1.1
O=C(CSc1ncnc2sc3c(c12)CCCCC3)NCC1CCCO1 (stereo not given)	14	0.1
C[C@H]1CN([C@@H](C)CO)S(=O)(=O)c2ccc(-c3ccncc3)cc2O[C@@H]1CN(C)S(C)(=O)=O	7	1.8
C[C@@H]1CN([C@@H](C)CO)C(=O)c2cc(NS(=O)(=O)c3cccs3)ccc2O[C@@H]1CN(C)Cc1ccc2c(c1)OCO2	x	0.1

The list is partial. The share of hits here may be higher or lower than overall.
